Screening results from PubChem BioAssay.
KCNH2 WT inh = inhibitors of human wildtype KCNH2 potassium channel. actives 0.37% (n = 340,000). U2OS, BacMam KCNH2, thallium flux FluxOr; active compounds read low. AID 720551. activity change, % at 1.84 µM;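 active = maximum activity change below -70%; inconclusive = maximum activity change between -70% and -50%; inactive = maximum activity change above -50%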; also: % is scaled to controls: 0 for no effect and ±100 for the full control effect
Target sequence (Q12809 whole entry, looked up): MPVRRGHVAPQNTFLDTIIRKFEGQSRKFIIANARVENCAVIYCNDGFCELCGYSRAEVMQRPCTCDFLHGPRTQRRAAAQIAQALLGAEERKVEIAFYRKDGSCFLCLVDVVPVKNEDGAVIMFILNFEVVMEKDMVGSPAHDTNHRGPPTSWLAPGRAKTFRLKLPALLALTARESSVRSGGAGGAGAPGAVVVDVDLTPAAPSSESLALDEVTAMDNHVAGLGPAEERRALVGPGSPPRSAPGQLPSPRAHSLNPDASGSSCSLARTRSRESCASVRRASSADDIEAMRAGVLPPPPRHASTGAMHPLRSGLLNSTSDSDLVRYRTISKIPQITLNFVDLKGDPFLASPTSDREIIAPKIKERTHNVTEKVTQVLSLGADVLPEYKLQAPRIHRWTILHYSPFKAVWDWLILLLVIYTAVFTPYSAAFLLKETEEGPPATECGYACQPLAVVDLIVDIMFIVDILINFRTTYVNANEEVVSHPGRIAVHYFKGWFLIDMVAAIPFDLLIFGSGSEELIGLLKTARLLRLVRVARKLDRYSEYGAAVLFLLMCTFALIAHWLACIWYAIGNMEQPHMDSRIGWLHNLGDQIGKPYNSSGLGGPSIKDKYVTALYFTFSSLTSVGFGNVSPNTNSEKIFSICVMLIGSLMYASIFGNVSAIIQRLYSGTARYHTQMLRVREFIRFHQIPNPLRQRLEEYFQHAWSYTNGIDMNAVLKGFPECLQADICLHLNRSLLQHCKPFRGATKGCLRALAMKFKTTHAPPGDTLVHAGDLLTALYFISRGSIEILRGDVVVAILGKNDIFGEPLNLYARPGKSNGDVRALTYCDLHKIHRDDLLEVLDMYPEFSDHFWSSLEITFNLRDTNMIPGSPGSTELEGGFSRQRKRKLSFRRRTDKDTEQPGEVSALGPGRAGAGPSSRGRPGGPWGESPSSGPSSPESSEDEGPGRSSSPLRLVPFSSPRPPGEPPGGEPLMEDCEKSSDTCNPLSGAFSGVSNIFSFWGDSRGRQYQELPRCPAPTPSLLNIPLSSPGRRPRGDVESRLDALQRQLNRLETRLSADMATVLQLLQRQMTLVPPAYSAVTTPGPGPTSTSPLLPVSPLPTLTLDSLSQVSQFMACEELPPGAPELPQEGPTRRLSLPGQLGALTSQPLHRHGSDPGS
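U2OS cells were transduced with wild-type KCNH2 virus (2.03 x 10^8 / mL) for 4 h at room temperature, then cultured overnight at 37 C. Thallium flux was read with FluxOr dye. Rate constants were normalized to DMSO controls.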
GALK inh = inhibitors of human galactokinase. Purified GALK, Kinase-Glo residual ATP luminescence. Potency, µM (titrated, usually from 57.5 µM), without a hit: top-dose activity change, negative = inhibition, hits mostly inhibitors. actives 0.007% (n = 270,000); also: potency is read from the fitted curve at half-maximal effect; % is scaled to controls: 0 for no effect and ±100 for the full control effect
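GALK at 5 nM final was combined with compound, 35 uM ATP and 100 uM galactose in HEPES pH8.0 with MgCl2 and DTT. The reaction ran one hour at room temperature before luminescent ATP detection.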
Coupling enz = counter-screen for Giardia aldolase inhibitors: coupling enzyme system; coupling enzyme system counterscreen, AmpLite Red fluorescence; activity change, negative = inhibition, % at 58.2 µM, hits read low; actives 0.67% (n = 290,000); in the data active = activity change below about -30%; also: % is scaled to controls: 0 for no effect and ±100 for the full control effect
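Coupling enzymes only (glyceraldehyde-3-phosphate) + compound, at 57.5 uM final, 10 min RT; add substrate/coupling/AmpLite Red mix, 20 min RT; fluorescence ex 525/em 598 nm. Actives flag coupling-system interference.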
PKM2 act = activators of human pyruvate kinase M2; purified PKM2, Kinase-Glo ATP luminescence, activation; response scale: 0% is enzyme alone, no compound; Potency, µM (series often up to 57.5 µM), without a hit: top-dose activation, hits mostly activators; actives 0.34% (n = 260,000); AID 1631; also: potency is read from the fitted curve at half-maximal effect; % is scaled to controls: 0 for no effect and ±100 for the full control effect; nearly all actives have a fitted effect of over 55% in size
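ATP formation by purified human PK-M2, quantified via coupled luciferase luminescence after 1 h at room temperature with 0.1 mM ADP and 0.5 mM PEP final.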
B2AR arrestin = recruits beta-arrestin to the human beta2-adrenergic receptor; P07550; beta-arrestin recruitment to beta2AR, cell-based reporter; Potency, µM (titrated, usually from 46.1 µM), for inactives: top-dose activation, usual class: activators; actives 0.02% (n = 330,000);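 also: potency is read from the fitted curve at half-maximal effect; 0% = DMSO controls and full agonism = EC100 isoproterenol or metaproterenol; nearly all actives have a fitted effect of over 65% in size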
Menin MLL FP TR = inhibitors of human menin-MLL interaction, mutant MLL peptide. O00255. Menin + Texas Red MLL mutant peptide, fluorescence polarization. Potency, µM (highest dose often 61.6 µM), for the others: at the highest dose FP activity change, negative = inhibition, actives largely listed as inhibitors. actives 0.23% (n = 270,000). AID 1768; active = well fitted inhibition curve with a large enough effect in the polarisation, with a control signal flat, not every such curve was filed as active; inconclusive = small, poorly fitted or top-dose-only effect, or effect the other way, or a change in a side signal; inactive = no such curve, though single readings can be large or run the other way; the % refers to the polarisation; also: potency is read from the fitted curve at half-maximal effect; % of control where 0% means no effect; many of its hits are not listed in these tables
KCNH2 3.1 inh = blocks the human KCNH2 3.1 channel isoform. U2OS KCNH2 3.1, thallium flux FluxOr; active compounds read low. activity change, % (tested at about 1.8 µM). actives 0.95% (n = 340,000). AID 720553;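 active = maximum activity change below -70%; inconclusive = maximum activity change from -70% to -50%; inactive = maximum activity change above -50%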;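 also: thallium influx rate constant from kinetic fluorescence after stimulation buffer; % is scaled to controls: 0 for no effect and ±100 for the full control effect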
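Virally transduced U2OS (3.1 isoform, 4 h infection in dark at RT) → overnight 37 C → FluxOr + Red40 in HBSS/HEPES, 45 min → stimulation buffer, 2 min kinetic read → rate constant vs DMSO controls.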
Giardia kill = kills Giardia lamblia; actives 0.15% (n = 340,000); AID 540267; Giardia lamblia trophozoite viability; activity change, % at 7.66 µM, hits read low; in the data active = activity change below about -80%; inconclusive = between about -30% and that limit;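 also: parasites exposed to compound for two days anaerobically before the ATP read; % is scaled to controls: 0 for no effect and ±100 for the full control effect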
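Giardia lamblia trophozoites (100 cells/well) were incubated with compounds for 48 h at 37 deg C under anaerobic conditions. Viability was read as ATP content by one-step luminescence after 15-30 min at room temperature.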
TRPV1 agonist = agonists of human vanilloid receptor 1 (TRPV1). Q8NER1. TRPV1-expressing cells, Fluo-8 calcium influx, agonist mode. activation, % at 8.33 µM. actives 0.19% (n = 320,000); in the data active = activation above about 80%; inconclusive = between about 30% and that limit; also: 0% is about no effect
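Cells expressing TRPV1 were dye-loaded with Fluo-8 and read kinetically: 10 s baseline, 3 min after compound (agonist portion), then 2 min after EC20 capsaicin (allosteric enhancer portion). Calcium-bound dye fluorescence at 480/520 nm.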
MLL CXXC-DNA inh = inhibitors of human MLL CXXC domain-DNA interaction; MLL-CXXC / FITC-HOXA9 DNA fluorescence polarization; Potency, µM (series often up to 115 µM), inactives show at the top dose activity change, negative = inhibition, actives largely listed as inhibitors; actives 0.037% (n = 290,000); active = well fitted inhibition curve with a large enough effect in the polarisation, with a control signal flat, not every such curve was filed as active; inconclusive = small, poorly fitted or top-dose-only effect, or effect the other way, or a change in a side signal; inactive = no such curve, though single readings can be large or run the other way; the % refers to the polarisation; also: potency is read from the fitted curve at half-maximal effect
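Fluorescence polarization: 7 uM MLL-CXXC (stock) preincubated 5 min with compounds, then 50 nM fluorescein-HOX-A9 DNA (stock) added; 30 min ambient. Buffer 50 mM Tris-HCl pH 7.5, 50 mM NaCl, 1 mM DTT, 0.05% BSA.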
USP2a inh = blocks human ubiquitin-specific protease USP2a. USP2 core, Ub-CHOP2 coupled fluorogenic reporter, 485/531. Potency, µM (doses to about 38.3 µM), without a hit: at the highest dose activity change, negative = inhibition, hits mostly inhibitors. actives 0.01% (n = 330,000);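 also: potency is read from the fitted curve at half-maximal effect; plate controls were DMSO wells for no effect and full inhibition by NEM control for full effect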
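Deubiquitinase activity read as fluorescence (485/531 nm) after Ub-CHOP2 cleavage activates the enterokinase reporter on its substrate; USP2 core 10nM, Ub-CHOP2 and substrate 25nM each, 30min compound preincubation then 60min RT; data normalized to NEM, curves fitted.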
The depositor's hits bear a star; ? = inconclusive; nt = not tested or not shown; [ ] = remark or other dose. Unless noted, calls follow the shape of the dose curve; as a rule, active = well fitted curve in the direction sought with a large enough effect; inconclusive = small, poorly fitted or top-dose-only effect, or another doubt; inactive = no such curve, though single readings can be large; an effect the other way counts as inactive or inconclusive. Not all compounds are listed; rates above refer to the full screens.

1: COc1ccc(-c2coc3c(C)c4oc(=O)c(CC(=O)O)c(C)c4cc23)cc1
2: COc1ccc(-c2cc(C(=O)NCCc3ccc(S(N)(=O)=O)cc3)c3ccccc3n2)cc1
3: Cc1cccc(NC(=S)NC(C)C(c2cccs2)N2CCN(C)CC2)c1C (stereo not given)
4: CCNc1nc(NCC)nc(OCCOC(C)=O)n1
5: CCS(=O)(=O)Nc1cccc(C2=NN(S(=O)(=O)c3ccccc3)C(c3cccs3)C2)c1 (stereo not given)
6: CCOC(=O)c1c(C)[nH]c(C)c1S(=O)(=O)N(C)CC(=O)Nc1ccccc1
7: O=C1CCNc2c(Cl)cc(Cl)cc21
8: O=C(Cc1cccs1)N1CCC(c2nc3c(nnn3Cc3ccc(F)cc3)c(=O)[nH]2)CC1

Assay by compound	1	2	3	4	5	6	7	8
KCNH2 WT inh	-2.9	8.2	22.4	-11.0	1.7	14.8	-3.0	-1.5
GALK inh	-2.4%	-0.6%	-1.5%	-1.3%	-0.4%	6.5%	-0.1%	1.3%
Coupling enz	0.7	0.1	2.7	0.0	1.1	2.1	-5.3	8.3
PKM2 act	nt	4.9%	-1.4%	0.6%	26.5%	5.4%[0.46 µM]	0.1%	?
B2AR arrestin	-0.8%	0.0%	-0.1%	-0.6%	-0.3%	0.0%	0.0%	-0.2%
Menin MLL FP TR	5.9%	1.0%	nt	-8.9%	?	-4.1%	nt	3.2%
KCNH2 3.1 inh	-1.4	-77.7*	0.3	6.2	1.1	-3.1	-0.4	2.9
Giardia kill	2.5	-26.3	?	14.7	22.8	-3.7	-5.8	-8.4
TRPV1 agonist	-1.0	-0.2	0.6	1.3	7.6	1.0	1.4	5.9
MLL CXXC-DNA inh	16.8%	14.5%	-4.6%	4.9%	15.6%	-0.6%	?	4.6%
USP2a inh	-1.4%	-0.1%	-15.3%	2.0%	3.7%	1.7%	3.4%	1.8%

9: CCC(C(=O)OCC(=O)Nc1ccc2[nH]c(=O)[nH]c2c1)c1ccccc1 (stereo not given)
10: CCOC(=O)[C@H]1[C@H]2COc3ccccc3[C@@H]2N2C(=O)[C@@H](CO)NC(=O)[C@@]12C
11: CC(=O)Nc1ccc(S(=O)(=O)N2CCN=C2SCc2ccc(F)cc2)cc1
12: C/C(CC1CC(C)(C)OC1=O)=N/Nc1nc(-c2ccccc2)cs1 (stereo not given)
13: CN(C)CCNC(=O)C(=O)Nc1ccc2c(c1)N(S(=O)(=O)c1cccs1)CCC2
14: COC(=O)Nc1ccc(S(=O)(=O)N2CCC(C(=O)NCc3ccc4c(c3)OCO4)CC2)cc1
15: CS(=O)(=O)N1CCCC(C(=O)NCCCN2CCc3ccccc3C2)C1 (stereo not given)
16: Cc1nc2oc(C(=O)c3ccc(Br)cc3)c(N)c2c2c1COC(C)(C)C2

Assay by compound	9	10	11	12	13	14	15	16
KCNH2 WT inh	-23.1	22.0	31.6	13.1	-5.8	2.4	-1.8	2.7
GALK inh	nt	nt	-0.8%	0.2%	nt	nt	1.5%	0.0%
Coupling enz	nt	nt	nt	0.4	nt	nt	0.0	5.4
PKM2 act	nt	nt	-0.1%	4.2%	nt	nt	-23.6%	-3.0%
B2AR arrestin	-0.2%	-0.4%	-0.5%	-0.1%	0.5%	0.1%	-0.2%	-0.6%
Menin MLL FP TR	nt	nt	nt	-2.7%	nt	nt	-26.7%	4.9%
KCNH2 3.1 inh	-15.9	3.0	9.8	11.1	12.4	5.9	2.6	5.9
Giardia kill	-3.4	-11.1	-3.5	10.6	-12.1	-1.3	-14.8	11.4
TRPV1 agonist	?	2.8	-8.6	11.4	-5.7	nt	-4.8	0.2
MLL CXXC-DNA inh	nt	nt	-0.5%	5.5%	nt	nt	4.6%	1.7%
USP2a inh	1.3%	0.3%	-2.7%	1.9%	0.2%	1.9%	-0.2%	1.4%

17: CCCCC(CCC(=O)Nc1ccn(-c2ccccc2)n1)C(=O)O (stereo not given)
18: O=C(Nc1cccnc1)c1cc2cc(Br)ccc2o1
19: Cc1cc(SCC(N)=O)nc(SCC(=O)c2ccccc2)n1
20: Cc1nn(C)c(C(=O)Nc2ccc(S(=O)(=O)NC34CC5CC(CC(C5)C3)C4)cc2)c1Br
21: O=C(CCC(=O)N1CCN(c2ccc(F)cc2)CC1)N1CCN(c2ccc(F)cc2)CC1
22: COc1ccc(NC(=S)Nc2ccc(N(C)C(C)=O)cc2)cc1
23: O=C1CCN(Cc2ccc([N+](=O)[O-])cc2)CCN1[C@H](CO)c1ccccc1
24: COc1ccc2[nH]c(C(=O)O)c(CCN3C(=O)c4ccc(C(=O)O)cc4C3=O)c2c1

Assay by compound	17	18	19	20	21	22	23	24
KCNH2 WT inh	5.0	-12.7	-3.4	1.6	-4.7	-13.4	-1.4	-0.8
GALK inh	-2.3%	3.6%	3.9%	-4.2%	3.1%	-0.2%	nt	0.5%
Coupling enz	6.1	6.0	7.6	-1.2	3.0	3.2	-0.5	3.9
PKM2 act	0.9%	-2.0%	-2.9%	-19.5%	2.4%	2.7%	0.5%	nt
B2AR arrestin	-0.7%	-0.3%	-0.1%	0.3%	0.2%	-1.3%	-1.3%	-0.3%
Menin MLL FP TR	nt	6.9%	-5.7%	-10.2%	-21.1%	1.6%	-5.5%	31.0%[activator]
KCNH2 3.1 inh	13.8	-17.9	-10.3	-3.5	0.5	-5.5	14.2	-1.4
Giardia kill	3.4	-24.8	12.8	-0.9	-1.7	-9.8	-11.2	1.7
TRPV1 agonist	-1.6	?	0.7	2.1	7.0	1.8	-3.6	-1.6
MLL CXXC-DNA inh	-0.2%	31.7%[activator]	3.3%	5.9%	6.4%	-2.8%	-0.7%	-11.7%
USP2a inh	11.1%	1.7%	-0.7%	-16.8%	0.1%	9.5%	0.1%	1.0%

Structural class: those above with a COOH group (3)
1: COc1ccc(-c2coc3c(C)c4oc(=O)c(CC(=O)O)c(C)c4cc23)cc1
17: CCCCC(CCC(=O)Nc1ccn(-c2ccccc2)n1)C(=O)O (stereo not given)
24: COc1ccc2[nH]c(C(=O)O)c(CCN3C(=O)c4ccc(C(=O)O)cc4C3=O)c2c1

Assay by compound	1	17	24
KCNH2 WT inh	-2.9	5.0	-0.8
GALK inh	-2.4%	-2.3%	0.5%
Coupling enz	0.7	6.1	3.9
PKM2 act	nt	0.9%	nt
B2AR arrestin	-0.8%	-0.7%	-0.3%
Menin MLL FP TR	5.9%	nt	31.0%[activator]
KCNH2 3.1 inh	-1.4	13.8	-1.4
Giardia kill	2.5	3.4	1.7
TRPV1 agonist	-1.0	-1.6	-1.6
MLL CXXC-DNA inh	16.8%	-0.2%	-11.7%
USP2a inh	-1.4%	11.1%	1.0%

(further entries)
25: COCCCNC(=O)CC1C[C@H](C(=O)N2CCOCC2)[C@@]2(C)c3[nH]c4ccccc4c3CCN2C1=O (stereo not given in full)
26: O=C(N=c1ccn(-c2nc3ccccc3nc2NS(=O)(=O)c2ccccc2)cc1)c1ccccc1Cl
27: Cc1ccc(NC(=O)COC(=O)CN2CSCC2=O)cc1C
28: COc1ccc(N2CCN(C(=S)Nc3cccc(C)c3)CC2)cc1
29: CC(C)[C@@H](C(=O)N[C@@H](C(=O)O)c1ccccc1)N1C(=O)N2CCc3c([nH]c4ccccc34)[C@@]2(C)C1=O
30: COc1ccc(N2C(=O)c3ccccc3NC2c2ccc(OC)c(Cn3nnc4ccccc43)c2)cc1 (stereo not given)
31: O=C1CC(N2CCN(Cc3ccc4c(c3)OCO4)CC2)C(=O)N1c1cccc(Cl)c1 (stereo not given)

Assay by compound	25	26	27	28	29	30	31
KCNH2 WT inh	-2.8	-0.5	-9.3	-1.9	2.8	-1.8	0.6
GALK inh	nt	-5.0%	8.1%	1.7%	nt	0.2%	1.3%
Coupling enz	nt	6.1	-0.4	-0.6	3.6	-3.8	-2.0
PKM2 act	nt	nt	5.2%	-7.8%	-0.3%	5.6%	0.2%
B2AR arrestin	-0.4%	0.0%	-0.8%	-0.1%	-0.8%	0.1%	0.3%
Menin MLL FP TR	nt	2.3%	-13.0%	-9.4%	-15.5%	-4.9%	nt
KCNH2 3.1 inh	-8.8	-16.2	13.3	5.9	-3.9	0.6	-1.7
Giardia kill	-22.0	28.0	-16.1	7.1	14.2	9.3	-11.0
TRPV1 agonist	nt	-4.1	0.0	2.1	5.8	-0.9	4.3
MLL CXXC-DNA inh	nt	?	-2.5%	3.4%	-11.3%	9.8%	-4.4%
USP2a inh	-1.9%	6.2%	3.0%	0.9%	0.0%	-0.8%	-0.6%
